Screening results (PubChem BioAssay)
esBAF inh – inhibitors of esBAF chromatin remodeling in mouse ES cells | Bmi1-luciferase knock-in reporter, 24 h; 100% = twice the neutral-well signal | reporter increase, % at 12.5 µM | actives 2% (n = 350,000) | AID 602393; in the data active = activation above about 40%;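 also: 0% = median of the plate's neutral control wells and 100% = double that signal; a rise in the Bmi1 reporter signal indicates esBAF inhibition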
miR122 inh – miR-122 inhibition in Huh7 cells | Huh7 miR-122 Renilla luciferase sensor, 48 h; neutral wells = 0, positive control = 100 | activation (reporter increase), % at 12.5 µM | actives 0.3% (n = 340,000);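 active = mean replicate activation score at least 90 and every replicate individually at or above 90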;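 also: higher luciferase means less miR-122 activity so hits act as miR-122 inhibitors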
ARNT-TACC3 inh – disrupts binding between human ARNT and TACC3; AID 623870; actives 0.66% (n = 390,000); AlphaScreen His-ARNT PAS-B/GST-TACC3 binding, luminescence; TACC3 fragment carries E629A point mutation; inhibition, % at 9.99 µM; Q9Y6A5;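 active = mean inhibition of replicates at least 50% and at least half of replicates each reaching 50%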;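 also: 0% = complete ARNT plus TACC3 wells and 100% = ARNT alone without TACC3; many hits fall short of the cut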
SIRT5 block – blocks human SIRT5 desuccinylation of peptide; actives 1.1% (n = 330,000); inhibition, % at 15 µM; Purified SirT5, succinyl-peptide AMC, trypsin-coupled fluorescence; in the data active = inhibition above about 15%
Target sequence (Q9NXA8 whole entry, looked up): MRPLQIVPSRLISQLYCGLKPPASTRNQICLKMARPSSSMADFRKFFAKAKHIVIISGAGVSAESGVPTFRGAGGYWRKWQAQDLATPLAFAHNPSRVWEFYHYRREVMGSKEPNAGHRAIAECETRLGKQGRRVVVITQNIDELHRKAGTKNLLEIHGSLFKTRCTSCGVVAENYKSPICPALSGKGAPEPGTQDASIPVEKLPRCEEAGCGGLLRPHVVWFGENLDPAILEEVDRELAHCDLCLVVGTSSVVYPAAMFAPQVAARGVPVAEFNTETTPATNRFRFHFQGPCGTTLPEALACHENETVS
ERp5 inh – inhibitors of human ERp5; Q15084; ERp5 insulin aggregation, absorbance 650 nm, 90 min; inhibition, % at 9.99 µM; actives 0.05% (n = 350,000);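 active = mean replicate inhibition above about 25%, with every replicate also reaching it, limit read from the data, passing the limit was not always enough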
Target sequence (Q15084 whole entry, looked up): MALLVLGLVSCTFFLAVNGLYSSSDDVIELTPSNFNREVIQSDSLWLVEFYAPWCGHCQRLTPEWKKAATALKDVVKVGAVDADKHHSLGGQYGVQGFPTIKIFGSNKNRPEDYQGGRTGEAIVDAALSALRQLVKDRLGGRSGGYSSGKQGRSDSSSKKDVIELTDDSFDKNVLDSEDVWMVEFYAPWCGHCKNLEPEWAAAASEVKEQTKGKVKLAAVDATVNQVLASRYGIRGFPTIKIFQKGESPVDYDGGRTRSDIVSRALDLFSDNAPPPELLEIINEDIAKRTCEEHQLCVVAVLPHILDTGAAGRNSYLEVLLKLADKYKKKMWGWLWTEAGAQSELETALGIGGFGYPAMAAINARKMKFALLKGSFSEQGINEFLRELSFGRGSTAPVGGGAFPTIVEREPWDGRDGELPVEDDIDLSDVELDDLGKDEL
C2C12 statin – protects C2C12 myotubes from simvastatin toxicity. ATP luminescence, 48 h; scaled: DMSO 0, geranylgeraniol control 100. rescue of ATP level, % at 7.49 µM. actives 0.78% (n = 330,000);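 active = mean ATP rescue above about 67%, or every replicate alone reaching that limit, limit read from the data, passing the limit was not always enough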;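 also: myotubes were challenged with 10 µM simvastatin during compound exposure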
Cneo AK release – causes C. neoformans cell lysis | actives 0.2% (n = 360,000) | lysis activity, % at 15 µM | adenylate kinase release luminescence, 4 h; normalised: neutral wells 0, clomiphene wells 100;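 active = mean lysis activity across replicates of at least 80%, whatever share of replicates individually reach that level; inactive = mean lysis activity below 80%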
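Material – Cryptococcus neoformans yeast cells · Quantity – 5 × 10^6 yeast cells/mL · Buffer or medium – YPD medium · Compound – single dose · Timing – 4 h static compound exposure, 37 °C, read 1 h post-reagent · Signal – adenylate kinase release luminescence · Read-out basis – lysis from increased AK signal · Benchmarks – Clomiphene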
Numbers without * were called inactive; x = not tested or not shown; & = joins results of further samples; [ ] = dose if it differs, or a comment.

Each structure is followed by: esBAF inh, SIRT5 block, C2C12 statin, Cneo AK release, miR122 inh, ERp5 inh, ARNT-TACC3 inh
1) O=C(c1noc2c1CCCC2)N1CCc2ccccc2C1
  64*, -3, -2, 2, x, -1, -10
2) CCn1cc([N+](=O)[O-])c(C(=O)N2N=C(c3ccc4ccccc4c3)CC2c2ccccc2O)n1 (stereo unspecified)
  21, x, 44, -2, 3, x, 2
3) COc1ccc(NC(=O)N[C@H]2CC[C@@H](CCNC(=O)Cc3ccncc3)O[C@@H]2CO)cc1
  0, -1, -2, -1, x, -2, -5
4) C[C@@H]1CN([C@@H](C)CO)C(=O)c2cc(NS(=O)(=O)c3cccs3)ccc2O[C@@H](C)CCCCO[C@@H]1CN(C)Cc1ccc(C(=O)O)cc1
  -3, 1, x, 1, -4[16.7 µM], -2, 11
5) CCCCCC1CC(CC(=O)Nc2nncs2)C(=O)O1 (stereo unspecified)
  -3, x, 21, 0, -3, x, -3
6) O=C(CSc1nc2ccccc2o1)N/N=C/c1ccccc1C(=O)O
  28, 0, 6, 0, -27, 6, 11
7) Cc1ccc(C2(c3noc(CN(C)CC4CCCCO4)n3)CCCC2)cc1 (stereo unspecified)
  -1, x, -26, 2, -5, -1, -8
8) COc1ccc(CNC(=O)c2ccc[nH]2)cc1
  -1, -2, 12, -1, 4, 4, -32
9) CCOC(=O)N1CCC(NS(=O)(=O)c2ccc(C)cc2)CC1
  x, x, x, -1, 8, -8, 0
10) Cn1cc(C(=O)N/N=C/c2c(O)ccc3ccccc23)ccc1=O
  x, 0, x, x, x, 3, 9
11) Cc1ccc(-c2cc(C(=O)N/N=C/c3ccc(Cl)cc3)n[nH]2)o1
  1, 2, -147, 1, 5, -1, -4
12) Cc1cccc(OCCC(=O)NCC(c2ccco2)N2CCCCC2)c1 (stereo unspecified)
  -10, x, -7, 0, -3, x, -13
13) CCn1c(SCC(=O)c2ccc(Br)cc2)nnc1C(C)NC(=O)Cc1ccc(OC)cc1 (stereo unspecified)
  -10, x, 3, 0, -2, x, -2
14) CN(C)C(=O)[C@@H]1[C@@H](CO)[C@@H]2Cn3c(ccc(-c4ccccc4)c3=O)[C@H]1N2CCc1ccccc1
  -2, 29*, 1, 2, -6[16.7 µM], 3, 3
15) CC(=O)c1c(C)[nH]c(C(=O)N2CCCC(C)C2)c1C (stereo unspecified)
  0, -4, -10, -1, 14, -2, 4
16) Cc1ccccc1NC1=C(Cl)C(=O)OC1OC(=O)c1ccco1 (stereo unspecified)
  -6, 0, -6, 1, x, 1, -3
17) Nc1cccc2c3c(oc12)CCCC3
  5, -3, 8, 0, -1, 2, 5
18) COC(=O)Cn1nnc(N2CCOCC2)n1
  x, x, x, -1, 0, 8, -6
19) CN(CC(=O)Nc1cccc(F)c1)C(=O)C1CSC2(C)CCC(=O)N12 (stereo unspecified)
  -8, 1, -14, -2, -7, 1, 0
20) Cc1ccc(S(=O)(=O)N(C)C[C@H]2OCCCC[C@@H](C)Oc3ccc(NC(=O)Nc4cccc5ccccc45)cc3C(=O)N([C@@H](C)CO)C[C@H]2C)cc1
  4, 9, x, -1, 7[16.7 µM], -1, 21
21) CC(=O)Nc1ccc2c(c1)nc1n2CCOC1
  -7, x, 20, 14, -4, x, 4
22) CC1CCCCN1C(=O)CNCc1ccc(F)cc1 (stereo unspecified)
  9, -5, -6, 0, x, 0, -6
23) C[C@H](CO)N1C[C@H](C)[C@H](CN(C)S(=O)(=O)c2ccc(C#N)cc2)Oc2ncc(-c3cccc(C(F)(F)F)c3)cc2C1=O
  -4, 2, -8, -1, 6[16.7 µM], -6, -6
24) CC(=O)N1C[C@H]2CON(C)[C@H]2C[C@H]1c1ccc(-c2ccccc2)cc1
  -8, -3, -6, 0, 1, 4, x
25) COc1ccc(-c2ccnc3ncnn23)cc1
  x, -79, x, x, x, 2, 7
26) COc1ccc(C(=O)NC(C)c2ccncc2)cc1S(=O)(=O)N(C)Cc1ccccc1 (stereo unspecified)
  -2, -2, 8, -2, -8, 2, x
27) CCN(CCn1cccn1)Cc1cn[nH]c1-c1ccc(OC)cc1F
  -5, -1, 5, -2, -2, -8, -1
28) Cc1csc(NC(=O)CSc2nncn2C)n1
  4, x, x, 3, 0, x, -7
29) CC1(C)Cc2cccc(OCC(=O)OCC(=O)Nc3ccc(S(N)(=O)=O)cc3)c2O1
  -6, -4, 6, 1, 0, 5, x
30) O=C1NC(=S)S/C1=C\c1ccc(SCc2ccccc2)o1
  x, x, x, 4, 0, x, -2
31) COC(=O)/C(=C\C=C\c1ccccc1)NC(=O)c1ccccc1
  x, 3, x, x, 0, -1, 6
32) O=C(O)/C=C\C(=O)Nc1ccccc1C(=O)NCc1ccccc1
  -6, x, 17, 1, -6, x, 0
33) O=C(Nc1ccccc1F)N[C@@H]1CC[C@@H](CCNS(=O)(=O)c2ccc(F)cc2)O[C@H]1CO
  4, -4, -12, -3, x, 1, 14
34) CCc1noc(C)c1C(=O)OC(C)C(=O)NCc1ccc(OC)cc1 (stereo unspecified)
  0, -3, 16, 1, -2, 4, -7
35) Cc1ccc(C(=O)COC(=O)CSc2cccc3cccnc23)c(C)c1
  -8, x, 20, -1, -1, x, 25
36) C[C@H]1CCCCO[C@@H](CN(C)C(=O)CCC(F)(F)F)[C@@H](C)CN([C@@H](C)CO)C(=O)c2cc(NS(C)(=O)=O)ccc2O1
  -11, 4, -30, 54, 4[16.7 µM], 2, 3
37) C/C(=N\O)C(=O)OC1CC(C)CCC1C(C)C (stereo unspecified)
  4, x, -1, -1, -4, x, -7
38) CC(C)OC(=O)c1cc(=O)[nH]c2ccccc12
  x, x, x, -1, -3, x, -3
39) C[C@@H]1CN([C@H](C)CO)C(=O)CCCn2cc(nn2)CO[C@@H]1CN(C)Cc1ccc(Cl)c(Cl)c1
  -3, x, 10, x, 4[16.7 µM], x, x
40) COCCNC(=O)c1ccc(N2CC3CC(C2)c2cccc(=O)n2C3)c(NC(=O)c2ccccc2Br)c1 (stereo unspecified)
  -7, -1, -2, 0, -16, -4, x
41) CCOC(=O)COc1ccc(S(=O)(=O)c2ccc(OCC(=O)OCC)cc2)cc1
  3, -2, 6, -1, -3, 4, 4
42) Cn1c(N)c(C(=O)COc2ccc(Cl)cc2Cl)c(=O)n(C)c1=O
  x, 1, x, x, x, 6, 3
43) Cc1ccc(NC(=O)c2c(C(=O)Nc3ccccc3)sc3nc(C)cc(=O)n23)cc1
  x, 1, x, x, x, 0, 1
44) Cn1c(CNC(=O)c2ccc(F)cc2)nc2ccccc21
  0, x, -8, -3, 1, 3, -10
45) CC(=O)N1CC[C@@H]2[C@H]1c1cc(-c3cccc(F)c3)ccc1N(C)[C@@H]2CO
  0, -18, -6, 6, -10[16.7 µM], -1, -7
46) Cc1ccc(C(=O)NCCONC(=O)c2ccc(C)cc2)cc1
  -5, 3, -5, -1, 2, -4, -2
47) CCCNC(=O)C[C@@H]1CC[C@@H]2[C@H](COc3ccc(NC(=O)CC)cc3C(=O)N2C)O1
  -5, 5, -14, 61, 7[16.7 µM], 3, -4
48) CCSC(=O)N=Nc1ccc(O)cc1
  x, 2, x, x, x, -1, -5
49) COC(=O)c1ccc(NC(=S)NN2CCCCC2c2cccnc2)cc1 (stereo unspecified)
  -3, -5, -4, -3, 3, 3, 3
50) Cc1onc(-c2c(F)cccc2Cl)c1C(=O)NCc1ccco1
  -3, x, -11, -1, -2, x, 21
51) COc1ccc(-c2ccc(S(=O)(=O)n3nc(OC(=O)c4cccs4)cc3N)cc2)cc1
  3, 0, 0, 0, 1, 1, 2
52) C[C@H](CO)N1C[C@H](C)[C@@H](CN(C)Cc2ccc3c(c2)OCO3)Oc2ccc(NS(C)(=O)=O)cc2C1=O
  -2&5, -6, -9&6, -2&-5, -5[16.7 µM], -4&-2, 10&0
53) O=C(NCc1cc(Cl)cc(Cl)c1)c1ccc2nc([C@@H]3O[C@H](CO)[C@@H](O)[C@H]3O)[nH]c2c1
  -6, x, 39, 0, 0, 2, x
54) CC(CNC(=O)COc1ccccc1)OC(=O)Nc1ccc(Cl)c(Cl)c1 (stereo unspecified)
  x, x, x, -5, 1, x, -2
55) COC(=O)C1=C(C)N(C)C(C)=C(C(=O)OC)C1c1ccc(F)c(Br)c1
  -13, x, 30, -2, 0, x, 21
56) O=C(Nc1cnccn1)c1cccs1
  -4, x, 23, 4, -1, x, 5
57) O=C(O)CCCCCNCc1c(Cl)cccc1Cl
  -8, -2, 2, x, 2, 1, 14
58) CC(C)OCc1c(C(=O)OC/C(O)=C(\C#N)c2nc3ccccc3[nH]2)oc2ccccc12
  x, 0, x, x, 5, -1, x
59) NC(=O)c1ccccc1NC(=O)C(c1ccccc1)c1ccccc1
  x, -2, x, x, x, 5, -4
60) COc1ccc(N2CCN(C(=O)/C=C/[C@H]3O[C@@H](n4ccc(=O)[nH]c4=O)[C@H](O)[C@@H]3O)CC2)cc1
  0, 0, 3, -1, -3, -6, x

Quoted from above, compounds 1 to 5
Each structure is followed by: esBAF inh, SIRT5 block, C2C12 statin, Cneo AK release, miR122 inh, ERp5 inh, ARNT-TACC3 inh
1) O=C(c1noc2c1CCCC2)N1CCc2ccccc2C1
  64*, -3, -2, 2, x, -1, -10
2) CCn1cc([N+](=O)[O-])c(C(=O)N2N=C(c3ccc4ccccc4c3)CC2c2ccccc2O)n1 (stereo unspecified)
  21, x, 44, -2, 3, x, 2
3) COc1ccc(NC(=O)N[C@H]2CC[C@@H](CCNC(=O)Cc3ccncc3)O[C@@H]2CO)cc1
  0, -1, -2, -1, x, -2, -5
4) C[C@@H]1CN([C@@H](C)CO)C(=O)c2cc(NS(=O)(=O)c3cccs3)ccc2O[C@@H](C)CCCCO[C@@H]1CN(C)Cc1ccc(C(=O)O)cc1
  -3, 1, x, 1, -4[16.7 µM], -2, 11
5) CCCCCC1CC(CC(=O)Nc2nncs2)C(=O)O1 (stereo unspecified)
  -3, x, 21, 0, -3, x, -3

Next records follow.
Each structure is followed by: esBAF inh, SIRT5 block, C2C12 statin, Cneo AK release, miR122 inh, ERp5 inh, ARNT-TACC3 inh
61) CCc1ccc2c(c1)NC(=O)C2(C)Cc1ccc(Cl)s1 (stereo unspecified)
  5, -5, 25, 1, 4, 0, x
62) Cn1c(SCc2cccc(C(F)(F)F)c2)nnc1-c1ccco1
  3, x, 1, 4, -5, x, 1
63) C[C@@H]1CCCCO[C@@H](CN(C)Cc2ccc(C(=O)O)cc2)[C@H](C)CN([C@H](C)CO)C(=O)c2cc(NS(=O)(=O)c3cccs3)ccc2O1
  5, 2, x, -2, 6[16.7 µM], 0, 8
64) CC1CCN(S(=O)(=O)c2ccc3c(ccn3CCC(=O)N3CCCCC3)c2)CC1
  5, 1, 7, 1, 13, 1, 3
65) COc1cccc(CNC(=O)Cc2ccc(S(=O)(=O)N3CCOCC3)s2)c1
  -7, -2, 0, 0, 4, -3, x
66) Cc1cccc(N2CCN(C(=O)Cn3cccc3)CC2)c1C
  5, -7, 1, 2, 3, 2, 1
67) O=C(COC(=O)COc1ccccc1F)Nc1ccc(Cl)cn1
  -8, -3, -4, -1, 4, 9, 15
68) COc1cccc(C(=O)/C=C/Nc2cc(C)ccc2O)c1
  63*, x, 25, -4, -8, x, 5
69) CC(C)CN1C(=O)C(=O)N(CC(=O)N(C)CC(=O)Nc2ccc(F)cc2)C1=O
  -3, -3, 2, 1, x, 1, -5
70) CCn1c(=O)c2[nH]c(Cl)nc2n(CC)c1=O
  9, -2, 9, 1, -3, 6, x
71) COc1ccccc1S(=O)(=O)N[C@@H]1CC[C@H](CCNC(=O)C2CCCC2)O[C@H]1CO
  -2, -1, -2, -3, 0[16.7 µM], 4, -4
